High-throughput results deposited in PubChem BioAssay by National Center for Advancing Translational Sciences (NCATS).
TCR act = Activators of T cell receptors: qHTS campaign; primary human leukocytes, anti-CD3, IL-2 HTRF, 48 h; Potency, µM (highest dose often 9.22 µM), for the others: at the highest dose activation of IL-2 secretion, hits mostly activators; 330,000 tested, under 10 active; AID 504894, 2011; further: % of control where 0% means no effect
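Human primary leukocytes + a-CD3 beads + cpd, 48 hr; IL-2 in supernatant by HTRF (ex 320nm / em 665nm). No co-stimulatory signal supplied.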
Eya2 inh = qHTS Assay for Inhibitors of the Phosphatase Activity of Eya2; Protein phosphatase EYA2 (Homo sapiens), O00167; recombinant Eya2, OMFP fluorescence dephosphorylation (OMFP is methylfluorescein phosphate); Potency, µM (series often up to 76.9 µM), for the others: at the highest dose activity, negative = inhibition, most hits filed as inhibitors; actives 0.006% (n = 330,000); AID 488837, 2010; further: potency means the concentration at half of the fitted maximal effect; on the % scale 0 is the no-effect control and ±100 the full control effect
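Eya2 (0.2 uM) preincubated 10 min at ambient with compound, then OMFP substrate added at 50 uM; 10 min reaction in 50 mM HEPES pH 7.5, 50 mM NaCl, 5 uM MgCl2, 0.05% BSA, 1 mM DTT. Fluorescence read at Ex 485/Em 525 nm.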
A-T KAP1 phos = qHTS Assay for Identifying a Potential Treatment of Ataxia-Telangiectasia; […] A-T fibroblasts, KAP-1 phosphorylation AlphaLISA; neocarzinostatin DNA damage 30 min before lysis; Potency, µM (top dose mostly 57.5 µM), for inactives: at the top dose activation, usual class: activators; actives 0.19% (n = 320,000); AID 485349, 2010; further: potency means the concentration at half of the fitted maximal effect; % of control where 0% means no effect; nearly all actives have a fitted effect of over 45% in size
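ATM-like activity read as KAP-1 phosphorylation via AlphaLISA donor/acceptor antibody pairs after lysis and 6 hr at 25C. Cells were ATM-null patient fibroblasts ([…], hTERT), dosed 60 min, then exposed to the DSB inducer NCS for 30 min.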
ELG1 repair inh = qHTS screen for small molecules that inhibit ELG1-dependent DNA repair in human embryonic kidney (HEK293T) cells expressing luciferase-tagged ELG1 | HEK293T ELG1-luciferase reporter, luminescence, 16 h; DNA damage induced by 5-fluorouridine | Potency, µM (doses to about 46.1 µM), inactives show at the highest dose activity change, negative = inhibition, usual class: inhibitors | actives 2.3% (n = 330,000); further: potency means the concentration at half of the fitted maximal effect; on the % scale 0 is the no-effect control and ±100 the full control effect; nearly all actives have a fitted effect of over 55% in size
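Overnight (16 hr) co-exposure of 2,000 cells/well to 5-fluorouridine and compound at 37 °C preceded detection. Luciferase was quantified via ONE-Glo luminescence; loss of signal denotes inhibition.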
KCNH2 3.1 inh = qHTS for Inhibitors of KCHN2 3.1: Mutant qHTS | Potassium voltage-gated channel subfamily H member 2, brain isoform KCNH2 3.1 (human) | U2OS KCNH2 3.1, thallium flux FluxOr; active compounds read low | activity change, % (tested at about 1.8 µM) | actives 0.95% (n = 340,000) | AID 720553, 2013;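 active means maximum activity change below -70%; inconclusive means maximum activity change from -70% to -50%; inactive means maximum activity change above -50%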;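 further: thallium influx rate constant from kinetic fluorescence after stimulation buffer; on the % scale 0 is the no-effect control and ±100 the full control effect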
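Steps: virus added to U2OS suspension (4 h, RT, dark); medium with 10% FBS added, cells plated, 37 C overnight; FluxOr/Red40 loading buffer 45 min RT; stimulation buffer, 2 min kinetic read; rate constant normalized.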
hERG WT inh = qHTS for Inhibitors of KCHN2 3.1: Wildtype qHTS; U2OS, BacMam KCNH2, thallium flux FluxOr; active compounds read low; actives 0.37% (n = 340,000); Voltage-gated inwardly rectifying potassium channel KCNH2 (Homo sapiens), Q12809; activity change, % at 1.84 µM;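 active means maximum activity change below -70%; inconclusive means maximum activity change between -70% and -50%; inactive means maximum activity change above -50%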; further: on the % scale 0 is the no-effect control and ±100 the full control effect
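U2OS cells transduced with wild-type KCNH2 virus are loaded with FluxOr dye for 45 min, and thallium flux is measured in kinetic reads before and after stimulation buffer. Rate constants are normalized to DMSO controls.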
Mito fusion act = qHTS Assay for Small Molecule Inhibitors of Mitochondrial Division or Activators of Mitochondrial Fusion | S. cerevisiae fusion-defective mutant growth rescue, CellTiterGlo 48 h | Potency, µM (series often up to 46.1 µM), inactives show top-dose growth rescue (activation), hits mostly activators | actives 0.23% (n = 320,000) | AID 485298, 2010;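 further: potency means the concentration at half of the fitted maximal effect; % of control where 0% means no effect; nearly all actives have a fitted effect of over 45% in size; temperature-sensitive fusion mutants such as fzo1-1 at 37 °C on non-fermentable ethanol glycerol medium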
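Growth-rescue viability read-out: after 48 h at the non-permissive 37C in glycerol/ethanol YPEG, yeast mitochondrial fusion mutants are measured by CellTiterGlo luminescence; compounds (23 nl pinned per well) restoring growth score as division inhibitors or fusion activators.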
TRPV1 agonist = HTS Assay for Compounds that Act as Agonists of the Vanilloid Receptor 1 | Transient receptor potential cation channel subfamily V member 1 (Homo sapiens), Q8NER1 | actives 0.19% (n = 320,000) | TRPV1-expressing cells, Fluo-8 calcium influx, agonist mode | activation, % at 8.33 µM; in the data active means activation above about 80%; inconclusive means between about 30% and that limit; further: 0% is about no effect
Target sequence (Q8NER1 whole entry, looked up): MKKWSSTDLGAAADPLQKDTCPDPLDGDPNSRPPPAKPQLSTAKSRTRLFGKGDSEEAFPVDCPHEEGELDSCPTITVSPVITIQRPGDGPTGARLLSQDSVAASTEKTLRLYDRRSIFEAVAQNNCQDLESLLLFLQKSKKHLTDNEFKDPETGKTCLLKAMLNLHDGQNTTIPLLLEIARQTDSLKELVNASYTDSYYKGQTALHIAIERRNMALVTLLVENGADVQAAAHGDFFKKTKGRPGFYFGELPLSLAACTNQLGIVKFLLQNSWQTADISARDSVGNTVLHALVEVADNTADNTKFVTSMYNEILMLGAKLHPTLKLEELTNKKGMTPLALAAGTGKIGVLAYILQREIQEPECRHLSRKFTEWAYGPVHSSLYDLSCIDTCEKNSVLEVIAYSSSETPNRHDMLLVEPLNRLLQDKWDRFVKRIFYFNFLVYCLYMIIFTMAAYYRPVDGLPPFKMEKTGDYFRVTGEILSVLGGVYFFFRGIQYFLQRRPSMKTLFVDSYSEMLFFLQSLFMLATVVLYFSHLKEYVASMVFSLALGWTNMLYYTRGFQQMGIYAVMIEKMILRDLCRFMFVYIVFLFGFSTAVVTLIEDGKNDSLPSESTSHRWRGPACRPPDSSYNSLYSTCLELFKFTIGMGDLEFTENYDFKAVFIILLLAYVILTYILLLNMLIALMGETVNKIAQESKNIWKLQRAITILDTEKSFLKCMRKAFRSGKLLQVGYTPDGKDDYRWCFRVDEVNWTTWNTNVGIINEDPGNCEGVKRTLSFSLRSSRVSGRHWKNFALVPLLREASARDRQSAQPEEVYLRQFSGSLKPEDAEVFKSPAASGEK
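Fluo-8 calcium influx in TRPV1-expressing cells, kinetic read (ex 480/em 520 nm). Compound added and read 3 min for agonist activity, followed by capsaicin at EC20 final and 2 min further read for enhancement.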
USP2a block = qHTS Assay for Inhibitors of Ubiquitin-specific Protease USP2a Using CHOP2 as the Reporter; Potency, µM (doses to about 38.3 µM), inactives show at the highest dose activity change, negative = inhibition, hits mostly inhibitors; USP2 core, Ub-CHOP2 coupled fluorogenic reporter, 485/531; actives 0.01% (n = 330,000);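 further: potency means the concentration at half of the fitted maximal effect; plate controls were DMSO wells for no effect and full inhibition by NEM control for full effect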
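Cell-free coupled assay: 10nM USP2 core preincubated 30min RT with compound in Tris-HCl pH 8.0/CaCl2/CHAPS buffer, then 25nM Ub-CHOP2 and 25nM reporter substrate; fluorescence (Ex 485/Em 531) read after 60min RT, normalized to NEM inhibition, concentration-response curves fitted.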
TSHR antag = Antagonists of the Thyroid Stimulating Hormone Receptor: HTS campaign | TSHR-expressing cells, TSH-stimulated cAMP HTRF, 2 h; active compounds read low | actives 0.2% (n = 330,000) | Thyrotropin receptor (Homo sapiens), P16473 | activity change, negative = inhibition, % at 11.5 µM | AID 504810, 2011;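 active means activity change below a set negative limit, meaning inhibition stronger than a set level, cut at about -70% in these data; inconclusive means activity change between two set negative limits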; further: on the % scale 0 is the no-effect control and ±100 the full control effect
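Read-out is FRET at 665 nm (cryptate excitation 337 nm) from a cryptate-tagged anti-cAMP antibody, competed by cell cAMP against cAMP-d2. Compounds are tested on freshly harvested TSHR cells challenged with 4nM TSH (EC80) for 2 hours at 37 deg C.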
* = called active by the depositor; ? = inconclusive; nt = not tested or not shown; [ ] = remark or other dose. Unless noted, the call rests on the fitted dose curve; in most records, active means well fitted curve in the direction sought with a large enough effect; inconclusive means small, poorly fitted or top-dose-only effect, or another doubt; inactive means no such curve, though single readings can be large; an effect the other way counts as inactive or inconclusive. Some of the compounds tested; the hit share may differ from the screen's.

SMILES | TCR act | Eya2 inh | A-T KAP1 phos | ELG1 repair inh | KCNH2 3.1 inh | hERG WT inh | Mito fusion act | TRPV1 agonist | USP2a block | TSHR antag
COC(=O)NC(Nc1sc2c(c1C(N)=O)CCCC2)(C(=O)OC)C(F)(F)F (stereo not drawn) | -46.7% | -2.6% | 9.7% | 0.0% | -1.5 | 4.3 | -1.4% | -3.6 | 0.7% | 4.8
Cc1cc(C(=O)Nc2ccc(OCc3ccccc3)cc2)c(C)o1 | -2.8% | -4.5% | 2.8% | ? | -6.9 | 9.1 | -0.2% | -9.9 | -1.8% | -9.8
COC(CN(C(=O)CCl)C(C(=O)NC1CCCC(C)C1C)c1ccc(C)cc1)OC (stereo not drawn) | 2.0%[46.1 µM] | -7.2% | -5.8% | -9.4% | 3.7 | -0.8 | -0.1% | 4.1 | -1.6% | 3.0
CCOC(=O)c1sc(=NC(=O)c2ccco2)n(C)c1C | 2.9% | 8.8% | -5.5% | ? | 2.0 | -0.4 | -2.8% | -7.3 | 1.0% | 8.6
Cc1ccc(NS(=O)(=O)c2cccc(C(=O)NNC(=O)NC3CCCCC3)c2)c(C)c1 | 5.9%[46.1 µM] | -6.7% | nt | -5.2% | 3.5 | 2.8 | 11.4% | 8.5 | 0.4% | -20.7
CC1CCCCN1C(=O)C1CC(c2ccc(F)cc2)=NO1 (stereo not drawn) | nt | 3.6% | -1.8% | ? | 8.9 | -1.1 | 0.6% | 11.1 | -2.0% | 28.1
CN(Cc1cccs1)C(=O)c1ccc(Cl)c(S(=O)(=O)N2CCCCCC2)c1 | -1.9%[46.1 µM] | -4.4% | nt | 20.6µM* | 0.3 | -2.1 | nt | nt | 2.3% | -12.8
O=C(Nc1nc(N2C(=O)c3ccccc3C2=O)n(-c2ccccc2)n1)c1ccc(F)cc1 | 3.2% | 8.2% | 0.0% | 4.6% | 1.1 | -9.2 | -1.9% | 0.3 | 0.0% | 0.3
Cn1c(SCc2ccccn2)nnc1-c1ccccc1 | -0.1% | 1.9% | 10.4% | -3.6% | -7.7 | -5.7 | -2.6% | -0.4 | 0.7% | 49.4
O=C(NCc1ccccc1Cl)c1ccc2c(=O)n(CCCN3CCCC3=O)c(=S)[nH]c2c1 | -2.5% | -12.3% | 1.9% | -3.8% | 2.7 | 4.0 | -0.6% | -2.5 | 1.6% | 0.0
COc1ccc(C(=O)c2ccc(N3CCN(C(=O)c4ccc(F)cc4)CC3)c(F)c2)cc1Br | -6.2% | -5.7% | nt | 20.6µM* | -30.0 | 3.3 | -3.1% | -1.7 | -1.7% | -10.4
O=C(O)CCc1ccc(-c2ccc(F)cc2)n1CC(=O)O | 2.5% | 5.9% | 2.1% | 5.4% | 23.8 | 4.0 | -0.5% | 0.7 | 2.4% | 3.6
CC(/C=C/c1ccco1)=N/NC(=O)Cc1cccs1 | 2.7% | 8.9% | -0.5% | 17.1% | 3.3 | -9.3 | -2.9% | -6.2 | 1.0% | -0.7
Cc1nc(N2CCN(C)CC2)c2c3c(sc2n1)CCCC3 | 4.6% | 8.1% | 0.7% | 0.0% | -12.0 | -1.5 | -3.0% | -1.3 | -1.9% | 2.1
C/C(=N/NS(=O)(=O)c1ccc(Cl)cc1)c1cccc(NC(=O)c2ccncc2)c1 | -2.0% | -4.1% | -8.8% | 3.1% | nt | -0.7 | 0.2% | 9.4 | -7.8% | -18.3
Cc1ccc(CNC(=O)CSc2ccc(-c3cccs3)nn2)cc1 | 1.0%[46.1 µM] | 2.6% | -1.7% | 0.8% | 3.1 | 1.8 | 1.1% | 15.2 | -4.5% | 23.2
Cc1ccc(C(NC(=O)CN2C(=O)NC3(CCCC3)C2=O)c2ccccc2)cc1 (stereo not drawn) | 0.2% | 7.4% | -9.7% | 5.8% | 4.6 | -4.1 | -0.5% | 0.1 | -1.1% | -0.9
CC(=O)c1c(C)nc2ccc([N+](=O)[O-])cc2c1-c1ccccc1 | -1.6% | 0.7% | 6.0% | -15.6% | -9.8 | -9.7 | 11.6% | -7.2 | -7.1% | 18.7
CCOC(=O)Cn1cc(/C=C(\C#N)C(=O)N2CCOCC2)c2ccccc21 | -6.3% | 5.7% | 0.0% | ? | -3.0 | 3.5 | -1.7% | 22.0 | 9.4% | -5.1
O=C(c1ccccc1)N1CCN(CC#CC2(O)CCCCC2)CC1 | -0.2% | -4.5% | -9.7% | 5.4% | -0.1 | 1.7 | 1.3% | 1.6 | 1.8% | -0.7
Cc1cccc(C(=O)NNC(=O)c2cc3cc4ccccc4nc3s2)c1 | 1.8% | 2.7% | 0.8% | 11.4% | -9.2 | 4.8 | 0.7% | -0.5 | 0.0% | 2.6
Cc1ccc(C(NC(=O)C(C)C)c2cc([N+](=O)[O-])c3cccnc3c2O)cc1 (stereo not drawn) | -1.1%[46.1 µM] | 2.2% | -5.4% | ? | -26.1 | -7.6 | 3.2% | -1.4 | 15.9% | -34.6
O=[N+]([O-])c1ccc2c(c1Nc1ccccc1)=NC1(CCCCC1)N=2 | 1.8% | -3.2% | -2.4% | 12.2% | -6.7 | 5.0 | 0.9% | ? | -0.9% | 15.4
Nc1ccc(C(=O)NC23CC4CC(CC(C4)C2)C3)cc1 | nt | -9.6% | -4.7% | 6.6% | 4.3 | 2.0 | 2.2% | 0.3 | -4.0% | 8.2
COc1ccc(NS(=O)(=O)c2cc(N)ccc2N2CCCCC2)cc1 | 3.9% | -8.9% | -2.7% | 8.5% | 2.7 | 6.0 | 12.9% | 11.1 | -5.6% | -17.8
Cc1c(C(=O)O)oc2c3c(ccc12)OCCO3 | 9.7% | -0.9% | -0.4% | 10.4% | -5.7 | 25.1 | 2.6% | -1.5 | 1.6% | -5.6
CC(=O)c1ccc(S(=O)(=O)NCc2ccc(C(=O)N(C)CC(=O)Nc3cccc(F)c3)cc2)cc1 | -3.2% | -5.0% | -4.5% | ? | 10.7 | -6.1 | -4.8% | 5.6 | -1.2% | 0.8
COc1ccc2c(c1)c1nnc(SC)nc1n2C | -11.3% | 11.3% | -6.4% | ? | -4.6 | 7.7 | 4.0% | -0.7 | 4.5% | -6.2
N/C(=N\OC(=O)c1cc(Cl)ccc1Cl)c1cccnc1 | 0.3% | -5.4% | nt | ? | -9.4 | 3.4 | 0.2% | -4.0 | 3.2% | -12.0
CCOC(=O)c1ccc2nc(NC(=O)c3cccs3)sc2c1 | 1.7%[46.1 µM] | 0.7% | 2.3% | ? | -27.2 | -33.4 | 29.6% | ? | 0.7% | -16.5
Cc1noc(C)c1COc1cccc(C(=O)NCCc2c[nH]c3ccccc23)c1 | 1.0% | 2.7% | 2.7% | ? | -0.4 | 1.8 | -3.5% | 8.8 | -6.4% | -22.3
O=c1[nH]c2cc3c(cc2cc1CN(Cc1nnnn1CC1CCCO1)C1CCCC1)OCO3 (stereo not drawn) | 3.4% | 2.6% | 0.6% | 14.6µM* | -5.0 | -14.6 | -4.3% | 1.7 | 2.0% | 0.5
O=C1OCCN1C(=O)[C@H]1[C@H](c2ccc(F)cc2)C(c2ccccc2)=NN1c1ccc(Br)cc1 | -9.3%[46.1 µM] | 0.7% | 11.3% | -3.2% | -21.7 | -3.3 | nt | nt | -0.9% | 21.5
O=C(CSc1ccc2nnc(-c3cccnc3)n2n1)Nc1ccc(F)cc1 | 1.6% | -3.4% | 22.3% | 7.4% | nt | 2.6 | 0.3% | -0.3 | 0.7% | 6.1
Oc1ccccc1C=NCCN=Cc1ccccc1O | 3.0% | -9.7% | -8.1% | 0.0% | 12.3 | 1.0 | 2.2% | -1.0 | 0.3% | -4.0
O=C1CSC(=S)N1/N=C/c1ccc(Cl)c([N+](=O)[O-])c1 | nt | -5.1% | -16.8% | ? | nt | nt | 0.6% | nt | -4.9% | 4.1
